Screening results from PubChem BioAssay.
ROS inducer: inducers of reactive oxygen species in cancer cells; U2OS ROS induction, H2DCF-DA fluorescence; ROS induction (% of piperlongumine), % at 10 µM; 2% of 46,000 active; in the data active = ROS induction above about 79%, passing the limit was not always enough;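 note: 0% = DMSO vehicle median and 100% = reference compound median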
Numbers without * were called inactive.

C[C@@H]1CN([C@H](C)CO)C(=O)Cc2cc(NC(=O)Cc3cn(C)c4ccccc34)ccc2O[C@@H]1CN(C)S(=O)(=O)c1ccc(F)cc1
  ROS inducer: 74

C[C@H]1CN([C@@H](C)CO)C(=O)c2cccc(NC(=O)NC3CCCCC3)c2O[C@@H]1CN(C)C(=O)Nc1cccc2ccccc12
  ROS inducer: 30

CC(=O)OCC(=O)[C@@]1(O)[C@H](C)C[C@H]2[C@@H]3CCC4=CC(=O)C=C[C@]4(C)[C@@]3(F)[C@@H](O)C[C@@]21C
  ROS inducer: 9

COc1ccc(COCC(O)CS(=O)(=O)c2ccc(OC)c(OC)c2)cc1 (configuration not stated)
  ROS inducer: -7

C[C@@H]1CN([C@H](C)CO)C(=O)c2cccc(NC(=O)Nc3ccccc3)c2O[C@@H]1CN(C)C(=O)Nc1cccc2ccccc12
  ROS inducer: 23

Cn1cnnc1SCC(=O)N1c2ccccc2Sc2ccc(Cl)cc21
  ROS inducer: -1

C[C@H]1CN([C@@H](C)CO)C(=O)c2cccc(NC(=O)Nc3ccccc3)c2O[C@@H]1CN(C)S(=O)(=O)c1cn(C)cn1
  ROS inducer: 9

COC(=O)c1cccc(NC(=O)/C=C/c2ccc3c(c2)OCO3)c1
  ROS inducer: 25

Cc1ccc(N(CC(N)=O)S(=O)(=O)c2ccc(Cl)cc2)cc1C
  ROS inducer: 53

C[C@@H]1CCCCO[C@@H](CN(C)Cc2ccc(C(=O)O)cc2)[C@@H](C)CN([C@H](C)CO)C(=O)c2cc(NC(=O)NC3CCCCC3)ccc2O1
  ROS inducer: 1

O=C(O)CCCc1ccccc1
  ROS inducer: -1

C[C@@H]1CCCCO[C@@H](CN(C)CC2CCCCC2)[C@@H](C)CN([C@H](C)CO)C(=O)c2cc(NC(=O)c3ccncc3)ccc2O1
  ROS inducer: -2

Cc1cc(C)c(OCC(O)CN2CCN(CCO)CC2)c(C)c1 (configuration not stated)
  ROS inducer: -13

COc1ccc(S(=O)(=O)N(C)C[C@@H]2Oc3c(NC(=O)Nc4cccc5ccccc45)cccc3C(=O)N([C@@H](C)CO)C[C@@H]2C)cc1
  ROS inducer: -1

Cc1ccc(S(=O)(=O)Nc2cccc3c2O[C@@H](CN(C)Cc2ccc(C(F)(F)F)cc2)[C@H](C)CN([C@H](C)CO)C3=O)cc1
  ROS inducer: 2

COc1ccc(S(=O)(=O)Nc2cccc3c2O[C@@H](CN(C)S(=O)(=O)c2ccc(C)cc2)[C@H](C)CN([C@@H](C)CO)C3=O)cc1
  ROS inducer: -10

C[C@@H]1CN([C@@H](C)CO)C(=O)Cc2cc(NC(=O)C3CCCCC3)ccc2O[C@@H]1CN(C)CC1CC1
  ROS inducer: 13

Cc1ccc(S(=O)(=O)N(C)C[C@@H]2Oc3c(NC(=O)Nc4ccccc4)cccc3C(=O)N([C@H](C)CO)C[C@H]2C)cc1
  ROS inducer: 6

C[C@H]1CN([C@@H](C)CO)C(=O)CCCn2nncc2CO[C@@H]1CN(C)S(=O)(=O)c1ccccc1C#N
  ROS inducer: 1

CNC[C@@H]1Oc2c(NC(=O)c3ccc(-c4nccs4)cc3)cccc2C(=O)N([C@@H](C)CO)C[C@H]1C
  ROS inducer: 2

COc1ccc(S(=O)(=O)Nc2ccc3c(c2)CC(=O)N([C@@H](C)CO)C[C@@H](C)[C@@H](CN(C)S(=O)(=O)c2ccccc2)O3)cc1
  ROS inducer: 6

C[C@H]1CN([C@@H](C)CO)C(=O)c2cc(NC(=O)Cn3cnnn3)ccc2O[C@H]1CN(C)C(=O)Nc1ccc2c(c1)OCO2
  ROS inducer: -8

Cc1noc(C)c1NC(=O)N(C)C[C@@H]1Oc2ccc(NC(=O)Nc3ccccc3)cc2C(=O)N([C@H](C)CO)C[C@H]1C
  ROS inducer: 2

CCOC(=O)c1ccc(NC(=O)CC2Nc3cccc4cccc(c34)NC2=O)cc1 (configuration not stated)
  ROS inducer: 20

O=C(Cn1cc(C(=O)C2CC2)c2ccccc21)Nc1ccccc1C(F)(F)F
  ROS inducer: -8

CNC[C@@H]1Oc2ccc(NS(C)(=O)=O)cc2CC(=O)N([C@H](C)CO)C[C@H]1C
  ROS inducer: 6

CNC[C@H]1Oc2c(NC(=O)NC(C)C)cccc2C(=O)N([C@@H](C)CO)C[C@H]1C
  ROS inducer: -6

C[C@@H]1CN([C@@H](C)CO)C(=O)c2cc(NC(=O)c3ccncc3)ccc2O[C@@H]1CN(C)Cc1ccc(C(=O)O)cc1
  ROS inducer: -3

C[C@@H]1CN([C@@H](C)CO)C(=O)c2cc(NS(=O)(=O)c3cccs3)ccc2O[C@@H]1CN(C)C(=O)Nc1ccc(C(F)(F)F)cc1
  ROS inducer: 2

C[C@H](CO)N1C[C@H](C)[C@H](CN(C)Cc2cccc(C(F)(F)F)c2)Oc2ncc(Br)cc2C1=O
  ROS inducer: 0

COc1ccc(S(=O)(=O)N(C)C[C@H]2Oc3ccc(NC(=O)CCC(F)(F)F)cc3C(=O)N([C@@H](C)CO)C[C@@H]2C)cc1
  ROS inducer: 1

Cc1ccccc1Cn1ccc(NC(=O)c2nn3cccnc3c2Cl)n1
  ROS inducer: 5

CN(C)c1ccc(/C=C2/C(=O)Nc3ccccc32)cc1
  ROS inducer: 9

C[C@H](CO)N1C[C@H](C)[C@H](CN(C)Cc2ccc3c(c2)OCO3)Oc2ccc(NC(=O)Cc3cn(C)c4ccccc34)cc2C1=O
  ROS inducer: 8

CCOc1ccc2nc(SCC(=O)Nc3ccc(Br)cc3Cl)sc2c1
  ROS inducer: 7

Cc1ccc(/C=N/NC(=O)CCCCCC(=O)O)o1
  ROS inducer: 3

CN(C)CCNC(=O)C12CC3(C)CC(C)(CC(C)(C3)C1)C2
  ROS inducer: 23

OCCN1CCN(C(=S)NCc2ccco2)CC1
  ROS inducer: 2

C[C@@H]1CN([C@@H](C)CO)C(=O)c2cccc(NC(=O)Nc3ccc(F)cc3)c2O[C@@H]1CN(C)Cc1ccc2c(c1)OCO2
  ROS inducer: 28

COc1c(Cl)cc(C(=O)Nc2ccc(S(=O)(=O)Nc3cc(C)nc(C)n3)cc2)cc1Cl
  ROS inducer: 42

C[C@H]1CN([C@@H](C)CO)C(=O)c2cc(NS(=O)(=O)c3ccccc3)ccc2O[C@H]1CN(C)Cc1ccncc1
  ROS inducer: -4

C[C@H]1CN([C@@H](C)CO)C(=O)Cc2cc(NC(=O)CCC(F)(F)F)ccc2O[C@H]1CN(C)Cc1ccc(C(F)(F)F)cc1
  ROS inducer: 27

O=c1c2cc(NC(=S)N3CCCC3)ccc2nc2n1CCCCC2
  ROS inducer: -15

COc1ccc(CCNc2nc(-c3ccccn3)cs2)cc1OC
  ROS inducer: 3

C[C@H](CO)N1C[C@H](C)[C@H](CN(C)C(=O)Nc2ccc(F)cc2)Oc2ccc(NC(=O)CCC(F)(F)F)cc2C1=O
  ROS inducer: -2

CSc1nc(O)cc(=O)[nH]1
  ROS inducer: 5

CN1CCN(CCC=C2c3ccccc3Sc3ccc(S(=O)(=O)N(C)C)cc32)CC1
  ROS inducer: -4

Cc1ccc(O)c(NC(=O)c2nc3ncccn3n2)c1
  ROS inducer: -32

Oc1ccc([C@H]2Oc3cc(O)cc(O)c3C[C@H]2O)cc1
  ROS inducer: 4

C=CC[C@@H](OC(=O)Nc1ccc(SC)cc1)c1ccc(OCCO)cc1
  ROS inducer: -2

Cc1cc(C(=O)Nc2cccc3c2O[C@H](CN(C)Cc2ccc4c(c2)OCO4)[C@H](C)CN([C@@H](C)CO)C3=O)n(C)n1
  ROS inducer: -2

Cc1cc(OCC(=O)N(Cc2ccc(Cl)cc2)Cc2ccco2)cc(C)c1Cl
  ROS inducer: 14

CC(C)NC(=O)N(C)C[C@@H]1Oc2ccc(NC(=O)C3CC3)cc2CC(=O)N([C@H](C)CO)C[C@H]1C
  ROS inducer: 7

O=S(=O)(c1ccc(F)cc1)N1CCc2ccccc2C1
  ROS inducer: -11

CCCC(=O)Nc1ccc(-c2nc3cc4ccccc4cc3[nH]2)cc1
  ROS inducer: 0

COc1ccc(S(=O)(=O)Nc2cccc3c2O[C@@H](CN(C)C(=O)Nc2ccc4c(c2)OCO4)[C@H](C)CN([C@H](C)CO)C3=O)cc1
  ROS inducer: 1

COC(=O)c1sccc1N1C(=O)Nc2ccccc2N1O
  ROS inducer: -12

CCOc1ccc([C@H]2[C@@H]3CN(Cc4ccccc4)CC=C3C(C#N)=C(N)C2(C#N)C#N)cc1
  ROS inducer: 48

COc1ccc(S(=O)(=O)Nc2ccc3c(c2)C(=O)N([C@@H](C)CO)C[C@@H](C)[C@@H](CN(C)S(C)(=O)=O)O3)cc1
  ROS inducer: -1

O=c1cc(-c2ccccc2)nc2scc(-c3ccccc3)n12
  ROS inducer: -16

C[C@@H]1CN([C@H](C)CO)C(=O)c2cccc(NS(=O)(=O)c3ccc(F)cc3)c2O[C@@H]1CN(C)Cc1ccncc1
  ROS inducer: 2

CNC[C@@H]1Oc2c(NS(=O)(=O)c3ccc(C)cc3)cccc2C(=O)N([C@@H](C)CO)C[C@H]1C
  ROS inducer: -9

COc1ccccc1C(NC(C)=O)c1c(O)ccc2ccccc12 (configuration not stated)
  ROS inducer: -2

C[C@H]1CN([C@@H](C)CO)C(=O)c2cc(NC(=O)CCCN(C)C)ccc2O[C@H]1CN(C)Cc1ccc(-c2ccccc2)cc1
  ROS inducer: -8

O=C(NC1CC1)[C@@H]1c2ccccc2C(=O)N(CC23CC4CC(CC(C4)C2)C3)[C@H]1c1ccc(CO)cc1
  ROS inducer: -8

O=C(c1nn2c(C(F)(F)F)cc(-c3cccs3)nc2c1Cl)N1CCCc2ccccc21
  ROS inducer: 29

CCN(CC)C(=S)NC1CCCCC1
  ROS inducer: 1

COC(=O)[C@@H](N)CSC/C=C(\C)CC/C=C(\C)CCC=C(C)C
  ROS inducer: 0

COC(=O)c1sccc1S(=O)(=O)Nc1ccc(-c2cn3c(n2)SCC3)cc1
  ROS inducer: 3

C[C@@H]1CN([C@@H](C)CO)C(=O)c2cccc(NS(=O)(=O)c3ccccc3)c2O[C@@H]1CN(C)C(=O)Nc1cccc2ccccc12
  ROS inducer: -3

C[C@H]1CN([C@@H](C)CO)C(=O)Cc2cc(NC(=O)CCCCCC(=O)Nc3ccccc3N)ccc2O[C@H]1CN(C)C(=O)NC1CCCCC1
  ROS inducer: -7

CS(=O)(=O)C1=C(N)C(=O)N(c2ccccc2)C1c1ccccc1 (configuration not stated)
  ROS inducer: -7

C[C@H]1CN([C@@H](C)CO)C(=O)c2cc(NC(=O)c3ccncc3)ccc2O[C@@H]1CN(C)Cc1ccc(-c2ccccc2)cc1
  ROS inducer: 20

COc1ccc(S(=O)(=O)Nc2ccc3c(c2)C(=O)N([C@@H](C)CO)C[C@H](C)[C@H](CN(C)S(=O)(=O)c2cccs2)O3)cc1
  ROS inducer: 11

O=C(N/N=C/c1ccc(Oc2ccccc2)cc1)c1ccccc1O
  ROS inducer: -2

CCOc1cccc(-c2nnc(SCC(=O)n3c4c(c5ccccc53)CCCC4)n2C)c1
  ROS inducer: -5

COC(=O)C(C)Nc1cccc(Br)c1 (configuration not stated)
  ROS inducer: 3

CS(=O)(=O)N(Cc1ccc(Cl)cc1)c1ccc(C(=O)N2CCCCCC2)cc1
  ROS inducer: -4

O=C(N/N=C/c1cc(Br)c(O)c(Br)c1)c1ccccn1
  ROS inducer: -5

c1ccc(CSc2ccc3nnc(-c4ccccn4)n3n2)cc1
  ROS inducer: -3

C[C@H]1CN([C@@H](C)CO)C(=O)c2cccc(NS(=O)(=O)c3ccccc3)c2O[C@@H]1CN(C)Cc1ccc2c(c1)OCO2
  ROS inducer: 9

c1ccc(-c2ccc3ccccc3n2)nc1
  ROS inducer: -2

C[C@@H]1CN([C@@H](C)CO)C(=O)c2cc(NC(=O)CCCN(C)C)ccc2O[C@H]1CN(C)C(=O)Nc1ccc2c(c1)OCO2
  ROS inducer: -1

CN(CCc1ccccn1)S(=O)(=O)c1ccc2c3c(cccc13)C(=O)N2
  ROS inducer: -8

OC(COc1ccccc1Cl)Cn1nnc2ccccc21 (configuration not stated)
  ROS inducer: 13

CCC(C(=O)NCC1CCCO1)c1ccccc1 (configuration not stated)
  ROS inducer: -6

COC(CNC(=O)c1ccc2c(c1)ncn2C1CCCCCC1)OC
  ROS inducer: -1

COc1ccc(CN(C)C[C@H]2Oc3ccc(NC(=O)Nc4ccc(F)cc4)cc3C(=O)N([C@H](C)CO)C[C@H]2C)cc1
  ROS inducer: -2

C[C@H](CO)N1C[C@H](C)[C@H](CN(C)C(=O)NC2CCCCC2)Oc2c(NC(=O)c3ccc(-c4nccs4)cc3)cccc2C1=O
  ROS inducer: -2

C[C@H](CO)N1C[C@H](C)[C@H](CN(C)S(=O)(=O)c2cccs2)Oc2ccc(NC(=O)Nc3cccc4ccccc34)cc2C1=O
  ROS inducer: -8

Filtered by structure, the entries above with a furan ring, fused or not (3)
Cc1ccc(/C=N/NC(=O)CCCCCC(=O)O)o1
  ROS inducer: 3

OCCN1CCN(C(=S)NCc2ccco2)CC1
  ROS inducer: 2

Cc1cc(OCC(=O)N(Cc2ccc(Cl)cc2)Cc2ccco2)cc(C)c1Cl
  ROS inducer: 14

Next compounds
COc1ccc(-c2cnc3c(c2)C(=O)N([C@H](C)CO)C[C@H](C)[C@H](CN(C)C(=O)NC(C)C)O3)cc1
  ROS inducer: 23

Cc1noc(C)c1S(=O)(=O)Nc1ccc2c(c1)C(=O)N([C@@H](C)CO)C[C@@H](C)[C@H](CN(C)Cc1ccc(C(F)(F)F)cc1)O2
  ROS inducer: 30

CC1=C(c2ccc(C)cc2)S(=O)(=O)N=C1N1CCCC1
  ROS inducer: 3

COc1ccc(S(=O)(=O)N2CCN(Cc3ccc(OCCO)cc3)CC2)cc1
  ROS inducer: 17

C[C@@H]1CN([C@H](C)CO)C(=O)CCCn2cc(nn2)CO[C@@H]1CN(C)C(=O)OCc1ccccc1
  ROS inducer: 15

O=C(Cc1ccccc1)NO
  ROS inducer: -10

C[C@H](CO)N1C[C@H](C)[C@@H](CN(C)CC2CCCCC2)Oc2ccc(NS(=O)(=O)c3ccccc3)cc2C1=O
  ROS inducer: 2

COc1ccc(S(=O)(=O)N(C)C[C@@H]2Oc3ccc(NC(=O)Nc4cccc5ccccc45)cc3C(=O)N([C@H](C)CO)C[C@@H]2C)cc1
  ROS inducer: 4

C[C@@H]1CN([C@@H](C)CO)C(=O)c2cc(NS(=O)(=O)c3cccs3)ccc2O[C@@H]1CN(C)S(=O)(=O)c1cccs1
  ROS inducer: -5

COc1ccc(NC(=O)CSc2nc(C)cc(=O)[nH]2)cc1
  ROS inducer: 5

This is a subset, so the mix of outcomes need not match the whole.
